# CSM14.1 death rescue – protection against thapsigargin-triggered cell killing – 384-well, CSM14.1, ATP luminescence, primary screen (AID 1222); 190,000 tested, under 10 active; cellular ATP content (survival), % at 20 µM; hits with a dose series show EC50 in µM; CSM14.1 thapsigargin-induced death rescue, ATP luminescence; higher % means a stronger effect;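 active = EC50 below 50 µM in the dose-response confirmation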;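 note: death triggered by thapsigargin at about 15 µM added after 2 h compound pretreatment; cell ATP read after overnight thapsigargin exposure of roughly 18 to 22 hours; normalized against plate controls of thapsigargin alone and 5% DMSO vehicle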
# PhoP inhibition – PhoP-dependent GFP reporter repression – Salmonella Typhimurium, primary screen (AID 1863). S. Typhimurium PhoP-regulated promoter GFP reporter, 4 h; higher % means a stronger effect. one-dose inhibition, % at 50 µM; IC50 in µM for titrated hits. actives 0.16% (n = 300,000);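 active = inhibition over 29.93%, a cutoff 3 SD above the screen mean, later confirmed by dose response; inconclusive = inhibition over 29.93% but no dose response follow-up; inactive = inhibition at most 29.93% or unconfirmed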;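 note: 0% = low Mg2+ inducing control and 100% = high Mg2+ repressing control; strong numbers were not always called active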
# PMI inhibition – human PMI inhibitors, high substrate, primary screen, biochemical, fluorescence intensity, high mannose 6-phosphate (AID 1220) | recombinant PMI enzyme, coupled fluorescence intensity; higher % means a stronger effect | inhibition, % at 20 µM, or IC50 in µM where a hit was titrated | actives 0.66% (n = 190,000)
# West Nile antiviral – inhibition of WNV-induced cytopathic effect – cell-based, CPE readout (AID 1621); West Nile virus-infected cells, CPE inhibition; higher % means a stronger effect; CPE inhibition, % at 10 µM; hits with a dose series show IC50 in µM; actives 0.02% (n = 290,000); in the data active = a potency from the dose series; inconclusive = CPE inhibition mostly from about 3.7% at the one dose, without a potency; inactive = the rest, 99 in 100 with CPE inhibition below about 2.2%; note: strong numbers were not always called active
# SV40 large T antigen – TAg ATPase/helicase activity blockers – biochemical (AID 1903); SV40 large T antigen ATPase/helicase inhibition assay; higher % means a stronger effect; one-dose inhibition, % at 20 µM; IC50 in µM for titrated hits; actives 0.39% (n = 310,000); in the data active = a potency from the dose series; inconclusive = inhibition mostly from about 32% at the one dose, without a potency; inactive = the rest, 99 in 100 with inhibition below about 32%; note: strong numbers were not always called active
# RSV antiviral HEp-2 – RSV antiviral activity via CPE protection, HEp-2 cells, primary 10 µM value included (AID 2391); HEp-2 cells, RSV-induced CPE inhibition; higher % means a stronger effect; CPE inhibition, % at 10 µM, or IC50 in µM where a hit was titrated; actives 0.13% (n = 310,000); in the data active = a potency from the dose series; inconclusive = CPE inhibition mostly from about 23% at the one dose, without a potency; inactive = the rest, 99 in 100 with CPE inhibition below about 21%; note: strong numbers were not always called active
# PMI inhibitors – MPI enzyme activity inhibition – biochemical, fluorescence intensity, coupled assay, primary screen (AID 1209); purified PMI enzyme, coupled fluorescence intensity; higher % means a stronger effect; one-dose inhibition, % at 20 µM; IC50 in µM for titrated hits; actives 0.42% (n = 190,000);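 note: plate controls were DMSO vehicle for no effect and wells lacking substrate for full effect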
# Insulin prom up – MIN6 insulin promoter up-regulation | MIN6 insulin promoter-GFP reporter, high-content imaging; stronger effect = higher value | z-score at 5 µM | actives 0.3% (n = 190,000) | AID 1625;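 active = z-score above 3 at 5 µM with at least 500 cells counted in the well; inconclusive = wells under 500 cells, flagged as cytotoxic or low count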
# TNAP activators – human TNAP enzyme activators, primary screen, biochemical, luminescent, no phosphate acceptor, uHTS (AID 1001); purified TNAP, luminescent activation assay, no phosphate acceptor; higher activation fold means a stronger effect; actives 0.03% (n = 200,000); one-dose activation fold at 20 µM; EC50 in µM for titrated hits; in the data active = activation fold from about 3, or a potency from the dose series; inactive = the rest, 99 in 100 with activation fold below about 1.6; note: many of its hits are not listed in these tables
# Insulin prom up cell count – further read-out of Insulin prom up, marked with its call; cell count; measured here: cytotoxicity, nuclei count;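 total cells summed across four imaged fields per well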
# Starred values were filed as active, the others as inactive; ? = inconclusive; · = not tested or not shown. Cut-off read from the data, not from the text of the source, unless noted: active = inhibition above about 50%; inactive = the rest.
SMILES,CSM14.1 death rescue,PhoP inhibition,PMI inhibition,West Nile antiviral,SV40 large T antigen,RSV antiviral HEp-2,PMI inhibitors,Insulin prom up,Insulin prom up cell count,TNAP activators
O=C(Cc1ccc(S(=O)(=O)N2CCOCC2)s1)Nc1nc2c(s1)CCCC2,2.2%,-26%,24%,0.0%,21%,-0.8%,18%,0.62,1568,1
COc1ccc(NC(=O)CC2C(=O)N(c3ccc(Cl)cc3)C(=S)N2NC(=O)c2cccc(F)c2)cc1 (stereo not given),-1.3%,4%,-2%,-0.4%,4%,14%,-8%,-0.1,1214,1
Cc1onc(-c2ccccc2)c1C(=O)N1CCOCC1,-1.5%,12%,6%,-0.2%,24%,0.4%,8%,-0.01,1697,1.1
O=C(CCN1C(=O)c2ccccc2S1(=O)=O)Nc1cccc2ccccc12,-0.7%,7%,-3%,0.7%,7%,1.6%,0%,0.67,1446,1.1
Cc1cc(NC(=O)CSc2nnnn2-c2ccc(C(C)C)cc2)no1,·,10%,·,-0.7%,8%,7.6%,·,·,·,·
O=C(Cc1ccccc1)N1N=C(c2ccncc2)CC1(O)C(F)(F)F (stereo not given),·,1%,·,-0.3%,1%,1.1%,·,-0.48,1106,·
Cc1ccc(O)c(/C=N/NC(=O)c2[nH]ncc2Br)c1,-3.7%,-4%,-29%,-1.3%,28%,4.9%,-11%,-0.44,1330,2.5
Cc1cc(C(=O)N/N=C/c2ccc([N+](=O)[O-])s2)c2ccccc2n1,·,-4%,·,-1.2%,21%,1.6%,·,·,·,·
Cc1c(C(N)=O)sc2ncn(CC(=O)NCCc3ccccc3)c(=O)c12,3.8%,-2%,-8%,-0.3%,2%,1.7%,-5%,-0.69,1332,1.1
CCOc1ccc(NC(=O)COc2ccc3c(c2)OCO3)cc1,·,-1%,·,-0.4%,7%,1.6%,·,·,·,·
COc1cccc(/C=N/NC(=O)c2ccccc2)c1OS(=O)(=O)c1ccccc1,-1.2%,-2%,5%,-0.6%,23%,2.7%,2%,2,1334,1.1
C(=N\n1cnnc1)/C1CCCCC1,0.5%,4%,14%,0.3%,17%,-0.7%,17%,-0.28,1371,1.1

# 4 compounds from above, ordered by their value in SV40 large T antigen, lowest first:
SMILES,PhoP inhibition,PMI inhibition,West Nile antiviral,SV40 large T antigen,RSV antiviral HEp-2,PMI inhibitors,TNAP activators
Cc1c(C(N)=O)sc2ncn(CC(=O)NCCc3ccccc3)c(=O)c12,-2%,-8%,-0.3%,2%,1.7%,-5%,1.1
CCOc1ccc(NC(=O)COc2ccc3c(c2)OCO3)cc1,-1%,·,-0.4%,7%,1.6%,·,·
O=C(Cc1ccc(S(=O)(=O)N2CCOCC2)s1)Nc1nc2c(s1)CCCC2,-26%,24%,0.0%,21%,-0.8%,18%,1
Cc1onc(-c2ccccc2)c1C(=O)N1CCOCC1,12%,6%,-0.2%,24%,0.4%,8%,1.1

# Next part:
SMILES,CSM14.1 death rescue,PhoP inhibition,PMI inhibition,West Nile antiviral,SV40 large T antigen,RSV antiviral HEp-2,PMI inhibitors,Insulin prom up,Insulin prom up cell count,TNAP activators
C/C(=N\NC(=O)c1ccc(CSc2nncn2C)cc1)c1ccc(C#N)cc1,-1.2%,5%,3%,0.4%,3%,2.0%,13%,·,·,1.1
Cc1ccsc1CNC1C2CC3CC(C2)CC1C3 (stereo not given),-0.1%,-6%,-4%,-0.9%,3%,-1.4%,-4%,-0.16,1476,1.1
COc1ccc(NC(=O)N2CCN(S(C)(=O)=O)CC2)cc1,0.5%,5%,18%,-0.5%,-4%,-1.7%,3%,0.59,1547,1.1
CCCC(C)NC(=O)C1CC(=O)N(CCc2ccc(F)cc2)C1 (stereo not given),·,2%,·,-0.7%,2%,-0.3%,·,·,·,·
CC(C)C[C@H](NC(=O)c1[nH]cnc1C(=O)Nc1ccc(CNC(=O)OC(C)(C)C)cc1)C(=O)OCc1ccccc1,·,-4%,·,-0.5%,10%,0.3%,·,0.02,922,·
CC(C)Cc1nc2n[nH]c(N)c2c2c1CCCC2,-0.4%,-3%,12%,0.0%,10%,15%,6%,0.71,1307,1.1
Cc1ccc(-c2ccc(CCC(=O)O)n2-c2ccc(O)cc2)cc1,-0.2%,19%,32%,·,27%,-0.7%,18%,-0.41,1479,1.1
NS(=O)(=O)c1ccc(CNC(=O)c2cc(=O)c3cc(Cl)ccc3o2)cc1,·,-1%,·,-0.1%,26%,2.3%,·,·,·,·
CCC1(CC)C(=O)N(C)C(=O)NC1=Nc1ccccc1,0.1%,5%,-5%,0.2%,9%,2.2%,-6%,0.63,1327,1
O=C(CN1CCN(c2ncccn2)CC1)Nc1ccccc1C(F)(F)F,2.4%,-5%,-3%,0.2%,-1%,0.8%,0%,1.1,1415,1.1
CCCCC1C2C(=O)N(c3ccc(C)cc3)C(=O)C2ON1c1ccccc1 (stereo not given),·,-6%,·,-0.1%,8%,0.3%,·,0.01,1089,·
CCOC(=O)c1c(NC(=O)CSc2nnc(CNc3ccc(F)cc3)o2)sc(C)c1C,0.7%,-5%,14%,-0.7%,21%,0.3%,2%,-0.27,1201,0.9
CCOC(=O)Cn1c(=O)oc2cc(S(=O)(=O)N3CCCC(C(=O)OCC)C3)ccc21 (stereo not given),0.0%,9%,8%,0.0%,-2%,-0.6%,1%,0.49,895,1.1
COC(=O)c1ccc(-c2noc(CN(C)CC3CCCCO3)n2)cc1 (stereo not given),-2.1%,4%,-6%,0.3%,1%,4.1%,-8%,0.77,1506,0.9
N/C(=N\OC(=O)COc1ccc(Cl)cc1Cl)c1ccncc1,-0.9%,4%,19%,-1.8%,-1%,·,17%,-1,1512,1.1
O=C(CC(C(=O)O)c1ccc(F)cc1)c1ccc(Cl)cc1 (stereo not given),·,0%,·,0.3%,6%,1.2%,·,·,·,·
Cc1ccc(C(=O)N2CCSCC2)cc1,-0.8%,0%,-10%,-0.3%,7%,1.3%,-16%,0.88,990,0.9
CCOc1ccccc1NC(=O)CN1C(=O)CSC(C)C1=O (stereo not given),·,-1%,-13%,1.3%,12%,0.4%,-6%,-0.43,1231,1
CCCCn1c(CCC(=O)O)nc2cc(S(=O)(=O)N(C)C)ccc21,-1.3%,-4%,4%,1.1%,3%,1.1%,-1%,-3.1,1575,1.2
CCc1ccc(N(CC(=O)Nc2ccccc2C(=O)N2CCCC2)S(C)(=O)=O)cc1,·,-7%,·,-0.2%,-4%,-0.4%,·,·,·,·
Cc1ccc(CNC(=O)CCCn2c(=O)[nH]c3ccccc3c2=O)cc1,0.1%,-11%,0%,0.2%,14%,0.3%,-1%,1.2,1488,1.1
Cc1cc(C)n2c(SCC(C)C)nnc2n1,-0.4%,4%,-1%,0.8%,5%,-0.8%,-2%,-0.24,1625,1
CCOC(=O)C1=C(c2ccccc2)O/C(=C(\C(=O)OC)C(F)(F)F)S1,-3.8%,-3%,-10%,0.6%,17%,0.6%,-9%,·,·,0.9
Cc1ccc(C)c(NC(=O)CN(C)C(=O)Cc2ccc(Cl)cc2Cl)c1,·,5%,·,-1.4%,3%,-0.1%,·,·,·,·
N/C(=N\OC(=O)c1cccc([N+](=O)[O-])c1)c1cccnc1,-0.3%,-7%,-5%,-1.2%,8%,-0.8%,11%,-0.04,1332,1.1
O=C(OCC(=O)N1CCN(C(=O)c2ccco2)CC1)c1cc(-c2cccc(Br)c2)nc2ccccc12,-1.1%,-11%,10%,?,2%,?,9%,-0.69,894,1
Cc1cc(C)cc(NC(=O)N2CCCCCCC2)c1,-0.1%,2%,5%,0.0%,8%,0.3%,-1%,-0.03,1636,1.2
CC(=O)Nc1ccc(C(=O)Cn2nnc3ccccc3c2=O)cc1,-0.2%,-21%,4%,0.6%,-1%,1.9%,2%,-0.29,1777,1.1
CCOc1ccc2c(c1)N(C(=O)CN1C(=O)CCC1=O)C(C)(C)C=C2C,-0.1%,4%,8%,-0.2%,5%,0.9%,3%,-0.75,1170,1.1
C/C(=N\N=C(c1ccccc1)c1ccccc1)c1cccs1,1.4%,4%,6%,0.0%,10%,6.3%,0%,-0.01,1782,1.1
COC(=O)c1c(NS(=O)(=O)c2ccc(C)cc2)sc2c1CCC(C)C2 (stereo not given),3.2%,-1%,6%,·,-74%,6.4%,1%,·,·,1.1
Cc1ccc(C)c(NC2=NS(=O)(=O)c3ccccc32)c1,-0.1%,12%,13%,-0.1%,9%,1.7%,14%,-0.14,1246,1.1
CC(=O)c1ccc(NC(=S)NCC(c2ccco2)N2CCCC2)cc1 (stereo not given),7.4%,9%,-9%,-0.7%,10%,0.4%,-6%,-0.47,1027,1.1
CCN(Cc1ccccc1)C(=O)c1cc2c(OC)c(OC)c(OC)cc2[nH]1,·,-3%,·,?,4%,1.8%,·,·,·,·
Cc1ccccc1OCC(=O)NCC1CCCO1 (stereo not given),·,6%,0%,1.4%,2%,-1.0%,3%,·,·,1.1
Cc1ccc(Nc2ncnc3sc(C)c(C)c23)cc1C,0.5%,1%,12%,0.4%,-1%,0.7%,15%,-0.7,913,1
CCOc1ccccc1NC(=O)CSc1nnc(-c2cnccn2)n1C,3.0%,-6%,-1%,-0.1%,-2%,1.4%,0%,0.38,1595,1.1
CCCCOc1ccc(/C=C/C(=O)OCC(=O)N2CC(=O)Nc3ccccc32)cc1OCC,-1.5%,2%,21%,0.0%,14%,6.0%,31%,0.37,1349,1.1
COc1cccc(CNC(=O)CCNC(=O)c2ccc(Br)o2)c1,·,2%,·,-0.2%,10%,0.0%,·,·,·,·
COc1ccc(-c2cc(C(=O)N3CCN(C(c4ccccc4)c4ccccc4)CC3)no2)cc1,-1.6%,-11%,3%,1.3%,-2%,-0.2%,6%,-0.7,1487,1
COc1ccc(/C=C2\CCC/C(=C\C=N\N(C)C)C2=O)cc1,-1.2%,-2%,1%,?,11%,-1.1%,-4%,-1.2,1266,0.8
CCCCN(CC)S(=O)(=O)N1CCC(C(=O)NCCCN2CCOCC2)CC1,3.3%,-1%,8%,·,-2%,1.8%,4%,0.1,1584,1.1
CCCOc1ccc(/C(O)=C2/C(=O)C(=O)N(c3cc(C)on3)C2c2ccc(C(=O)OC)cc2)cc1 (stereo not given),-1.0%,-1%,-2%,0.2%,4%,2.7%,2%,0.61,1512,1
Cc1cc(OCC(=O)Nc2ccc(CN3CCOCC3)cc2)c2c(C)c(C)c(=O)oc2c1,·,-9%,·,0.7%,13%,6.9%,·,·,·,·

# Complete entries from above. Order of screens: CSM14.1 death rescue, PhoP inhibition, PMI inhibition, West Nile antiviral, SV40 large T antigen, RSV antiviral HEp-2, PMI inhibitors, Insulin prom up, Insulin prom up cell count, TNAP activators
# Cc1cc(OCC(=O)Nc2ccc(CN3CCOCC3)cc2)c2c(C)c(C)c(=O)oc2c1 across the screens: ·, -9%, ·, 0.7%, 13%, 6.9%, ·, ·, ·, ·
# CCCCOc1ccc(/C=C/C(=O)OCC(=O)N2CC(=O)Nc3ccccc32)cc1OCC across the screens: -1.5%, 2%, 21%, 0.0%, 14%, 6.0%, 31%, 0.37, 1349, 1.1
